# Screening results as filed in PubChem.
# RGS4 inh: human RGS4 inhibition. P49798. HEK293 M3R/RGS4 inducible, Fluo-4 calcium flux; hits give high values; triggered by carbachol at its EC20. B-score at 10 µM. 0.45% of 310,000 active;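 active = B-score, a plate-corrected calcium signal, over three deviations above library mean, with baseline fluorescence within five deviations of library mean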;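 note: RGS4 expression induced by doxycycline in cells with stable M3 receptor; B-score is computed from the integrated fluorescence ratio over baseline after carbachol; higher B-score means a larger calcium signal and so more RGS4 inhibition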
# Target sequence (P49798 whole entry, looked up): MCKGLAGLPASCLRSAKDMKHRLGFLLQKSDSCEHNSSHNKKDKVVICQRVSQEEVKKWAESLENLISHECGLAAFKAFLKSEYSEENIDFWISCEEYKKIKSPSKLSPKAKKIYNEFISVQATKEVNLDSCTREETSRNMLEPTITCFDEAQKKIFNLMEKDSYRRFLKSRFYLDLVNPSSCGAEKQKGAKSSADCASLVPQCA
# TRPC6 activator: activates the mouse TRPC6 cation channel. Q61143. HEK293-TRPC6 membrane potential dye fluorescence; hits give high values. B-score at 10 µM. 0.13% of 310,000 active;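 active = B-score of the integrated fluorescence ratio above library mean plus 3 SD, and starting fluorescence ratio within library mean plus 5 SD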;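 note: higher score means more depolarization so channel activation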
# Target sequence (Q61143 whole entry, looked up): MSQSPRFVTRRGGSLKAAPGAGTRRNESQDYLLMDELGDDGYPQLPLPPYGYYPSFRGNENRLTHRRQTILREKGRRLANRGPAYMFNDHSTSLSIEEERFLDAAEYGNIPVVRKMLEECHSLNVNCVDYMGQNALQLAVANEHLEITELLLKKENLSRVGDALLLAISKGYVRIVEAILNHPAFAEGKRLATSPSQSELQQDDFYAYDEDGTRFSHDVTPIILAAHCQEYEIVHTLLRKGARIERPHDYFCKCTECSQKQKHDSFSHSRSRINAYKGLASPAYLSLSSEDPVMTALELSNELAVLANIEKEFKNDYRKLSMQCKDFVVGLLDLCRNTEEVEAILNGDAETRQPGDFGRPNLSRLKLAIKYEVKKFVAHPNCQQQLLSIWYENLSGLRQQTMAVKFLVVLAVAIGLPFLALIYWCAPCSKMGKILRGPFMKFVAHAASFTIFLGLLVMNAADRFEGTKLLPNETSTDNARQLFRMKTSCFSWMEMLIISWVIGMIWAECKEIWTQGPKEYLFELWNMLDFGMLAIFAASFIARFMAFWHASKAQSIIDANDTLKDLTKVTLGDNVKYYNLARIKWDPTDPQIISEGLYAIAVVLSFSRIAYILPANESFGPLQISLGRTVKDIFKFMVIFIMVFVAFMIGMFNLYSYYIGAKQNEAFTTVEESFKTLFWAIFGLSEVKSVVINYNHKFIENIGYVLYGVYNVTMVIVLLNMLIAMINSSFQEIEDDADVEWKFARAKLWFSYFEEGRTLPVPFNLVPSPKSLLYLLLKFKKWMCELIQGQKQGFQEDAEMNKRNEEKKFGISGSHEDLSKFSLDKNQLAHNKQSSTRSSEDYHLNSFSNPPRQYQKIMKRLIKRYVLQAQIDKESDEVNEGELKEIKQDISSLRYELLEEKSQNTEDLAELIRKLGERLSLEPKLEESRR
# MrgX1 allo act: human MrgX1 positive allosteric modulation, primary screen; Q96LB2; MrgX1-HEK293, Fluo-4 calcium flux, FDSS; hits give high values; B-score at 10 µM; 0.63% of 310,000 active;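 active = plate-corrected calcium response at least 3 library SD above typical, normal starting fluorescence, not activating the receptor alone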;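 note: compound read alongside a low EC10 to EC30 dose of BAM8-22 agonist; peak minus trough fluorescence over baseline measured at the second addition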
# MrgX1 agonist: activates human MrgX1 receptor signaling; 0.44% of 310,000 active; B-score at 10 µM; MrgX1-HEK293 cells, Fluo-4 calcium fluorescence, agonist mode; hits give high values; Q96LB2;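 active = calcium response B-score plate-corrected fluorescence ratio at least 3 library SD, with starting fluorescence B-score inside 5 SD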
#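 Material – MrgX1-expressing HEK293 cells · Input – 15,000 cells seeded per well · Dosing – compound as first of three additions · Times – overnight seeding, then 1 h dark dye loading · Measured by – kinetic Fluo-4 NW fluorescence of intracellular calcium · Read-out – B-scored fluorescence response ratio · Benchmarks – positive and negative control wells on each plate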
# SKKanGAS inh: blocks kanamycin growth of S. pyogenes SKKanGAS strain; BacTiter-Glo, 6 h; inhibition, % at 7.5 µM; 1.3% of 300,000 active;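 active = mean replicate score, as percent of positive control median, at least 50; inconclusive = mean below 50 but one replicate at or above 50; inactive = mean and every replicate below 50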;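 note: strain carries kanamycin resistance gene driven by streptokinase promoter and grows in 40 µg/ml kanamycin; loss of luminescence reflects streptokinase promoter inhibition or plain growth inhibition; 0% = median of DMSO wells and 100% = positive control at its reference dose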
# TRPC6 inhibitor: inhibitors of mouse TRPC6 channel; Q61143; HEK293-TRPC6, membrane potential dye, ACh-evoked depolarization; hits give low values; B-score at 10 µM; 1.1% of 310,000 active; AID 2553;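 active = B-score under library mean minus 3 SD, initial fluorescence not abnormally high, positive integrated signal ratio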;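 note: B-score derived from integrated fluorescence ratio over the kinetic read; more negative B-score means stronger inhibition of depolarization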
# ANO1 block: mouse TMEM16A channel inhibition, primary screen. HEK293 TMEM16A/YFP iodide influx fluorescence, ionomycin. normalized B-score (activity score, 25-100; higher = stronger inhibition) at 10 µM. 1.2% of 310,000 active;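 active = ratio plate-corrected score three or more library SD toward inhibition, starting fluorescence score within five deviations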;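 note: score derived from kinetic fluorescence span divided by baseline fluorescence per well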
# HDAC3 inh: inhibitors of human histone deacetylase 3; O15379; recombinant HDAC3, fluorogenic peptide/trypsin coupled, fluorescence; inhibition, % at 8.3 µM; 0.15% of 320,000 active; in the data active = inhibition above about 26%, passing the limit was not always enough; inconclusive = no clear call, values can overlap the other calls
# RGS4 pot: potentiators or activators of RGS4; AID 463111; B-score at 10 µM; 0.92% of 310,000 active; HEK293 M3R/inducible RGS4, carbachol calcium flux Fluo4; hits give low values;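 active = B-score of the integrated calcium signal more than 4 SD below the library mean, with starting fluorescence not abnormally high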;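 note: negative B-score means reduced calcium response which marks RGS4 activation or potentiation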
#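 System: HEK293 FlpIn-TREx cells, stable M3R, doxycycline-inducible RGS4. Timing: overnight RGS4 induction, 30 min dye load 37 °C, 20 min compound RT. Also added: carbachol, ECmax concentration. Measured by: Fluo4 fluorescence kinetic imaging of calcium. Evaluation: integrated calcium ratio converted to B score.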
# MrgX1 antagonist: antagonists of human MrgX1 receptor; Q96LB2; MRGX1-HEK293 calcium flux, Fluo-4, BAM8-22 antagonism; hits give low values; B-score at 10 µM; 1.3% of 310,000 active;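 active = calcium-response B-score plate-corrected more than 3 library SD below zero, starting fluorescence within 5 deviations, no agonist response on first addition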;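 note: peak minus trough fluorescence over baseline after final BAM8-22 challenge near maximal dose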
# TMEM16A act: activators or potentiators of mouse TMEM16A chloride channel. HEK293 TMEM16A/YFP-H148Q/I152L, iodide quench fluorescence; hits give low values. B-score at 10 µM. 0.3% of 340,000 active. AID 623877;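 active = fluorescence-ratio B-score plate-corrected deviation score at least 3 library SD below zero, with starting fluorescence score within 5 deviations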;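 note: channel opened by trigger with iodide after compound preincubation; score built on the fluorescence ratio of max minus min over baseline; more negative score means more quench and so TMEM16A activation or potentiation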
# Starred values were filed as active, the others as inactive; i = inactive; ? = inconclusive; . = no result given.
SMILES,RGS4 inh,TRPC6 activator,MrgX1 allo act,MrgX1 agonist,SKKanGAS inh,TRPC6 inhibitor,ANO1 block,HDAC3 inh,RGS4 pot,MrgX1 antagonist,TMEM16A act
COc1ccccc1N(C(=O)c1ccco1)C(C(=O)NC1CCCCC1)c1cc(OC)c(OC)c(OC)c1 (centres undefined),i,i,i,i,-4,i,i,0,i,i,i
COc1ccc(S(=O)(=O)NCC(=O)N(CC(=O)NCc2ccco2)C2CCCC2)cc1,i,i,i,i,-16,i,i,-2,i,i,i
COc1ccccc1OCc1ccc(C(=O)NC(C)c2ccccc2)o1 (centres undefined),i,i,i,i,1,i,i,-2,i,i,i
CCOC(=O)C1CCN(C(=O)CN(c2ccc3c(c2)OCCO3)S(C)(=O)=O)CC1,i,i,i,i,6,i,i,.,i,i,i
COC(=O)CN1C(=O)[C@H]2[C@@H](/C=C/c3ccccc3)N3C(=O)CN(CC4CC4)C(=O)[C@@]3(Cc3ccccc3)[C@H]2C1=O,i,i,i,i,2,i,i,0,i,i,i
COc1ccc(NC(=O)c2cc(OC)c(OC)c(OC)c2)cn1,i,i,i,i,-4,i,i,2,i,i,i
Cc1ccc(CCNC(=O)c2ccc3nc4ccccc4c(=O)n3c2)cc1,i,i,i,i,17,i,i,-4,i,i,i
O=C(c1ccco1)N1CCCN(Cc2cn[nH]c2-c2ccc(-c3ccccc3)cc2)CC1,4.9*,i,i,i,6,i,i,5,i,i,i
COc1cc2[nH]c3c(=O)n(CCN4CCOCC4)cnc3c2cc1OC,i,i,i,i,-6,i,i,-20,i,i,i
Cc1ccccc1Nc1nc(N)nc(CSc2nnnn2-c2ccccc2)n1,i,i,i,i,-9,i,i,-2,i,i,i
C=CCn1c(O)c(C(CC)=NCCN2CCOCC2)c(=O)[nH]c1=O,i,i,i,i,-3,i,i,-4,i,i,i
COC(=O)Cc1nc(NC(=O)c2cccs2)sc1C,i,i,i,28*,-1,i,i,8,i,i,i
COC(=O)CC1(C(=O)OC)Oc2ccc(Br)cc2C(=O)N1c1ccc(Br)cc1Cl (centres undefined),i,i,i,i,-2,i,i,3,i,i,i
Cc1ccc(S(=O)(=O)N2CCC(C)CC2)cc1[N+](=O)[O-],i,i,.,.,6,i,.,.,i,.,i
O=C(CNC(c1ccccc1)c1ccccc1)Nc1ccc(F)cc1,i,i,i,i,3,i,i,2,i,i,i
CCc1ccccc1NC(=O)CN(C)C(=O)Cn1cc(C(F)(F)F)cc(Cl)c1=O,i,i,i,i,-3,i,i,-5,i,i,i
O=C(O)CNC(=O)C(CS)Cc1ccccc1 (centres undefined),.,.,i,i,.,.,i,2,.,-8.6*,i
CCOC(=O)c1c(S(=O)(=O)Nc2ccccn2)c(C)n(C)c1C,i,i,i,i,-6,i,i,?,i,i,i
Cc1c(NC(=O)c2cccs2)cccc1[N+](=O)[O-],i,i,i,i,0,i,i,-3,i,i,i
C=CC1=C(C(=O)O)N2C(=O)[C@@H](NC(=O)/C(=N/OCC(=O)O)c3csc(N)n3)[C@H]2SC1,i,i,i,i,109*,i,i,0,i,i,i
COc1ccc(C2=NN(C(=O)COc3ncnc4ccccc34)C(c3ccco3)C2)cc1 (centres undefined),i,i,i,i,4,i,i,-5,i,i,i
COc1cc(NC(=O)CSc2ncnc3c2cnn3Cc2ccccc2)cc(OC)c1,i,i,i,i,-5,i,i,2,i,i,i
CCOC(=O)c1cnc2c(c(C3CC3)nn2C)c1N1CCOCC1,i,i,i,i,-3,i,i,-3,i,i,i
CC(=O)c1ccc(NC(=S)N2CCN(c3cccc(Cl)c3)CC2)cc1,i,i,i,i,35,i,i,1,i,i,i
O=[N+]([O-])c1cc(Cl)cc(/C=N/NC(=S)Nc2ccc(S(=O)(=O)N3CCOCC3)cc2)c1O,i,i,i,i,94*,-7.6*,25*,8,i,i,i
SMILES,RGS4 inh,TRPC6 activator,MrgX1 allo act,MrgX1 agonist,SKKanGAS inh,TRPC6 inhibitor,ANO1 block,HDAC3 inh,RGS4 pot,MrgX1 antagonist,TMEM16A act
COc1cccc(/C=C/C(=O)Nc2ccc3c(c2)OCCO3)c1OC,i,i,i,i,-15,i,i,3,i,i,i
CC(/C=N/NC(=O)CSc1ccccn1)=C\c1ccc(C(C)C)cc1,i,i,i,i,36,i,i,12,i,i,i
O=C(Cn1cccn1)N1CCCC(N2CCN(Cc3ccc4c(c3)OCO4)CC2)C1 (centres undefined),i,i,i,i,0,i,i,.,i,i,i
COc1ccc(C(=O)Nc2ccnc(-c3cccnc3)n2)cc1,i,i,i,i,4,i,i,5,i,i,i
CC(C)NC(=O)CN(c1cccc([N+](=O)[O-])c1)S(=O)(=O)c1ccccc1,i,i,i,i,1,i,i,2,i,i,i
CCOC(=O)c1cccc(NC(=O)CCS(=O)(=O)c2cccs2)c1,i,i,i,i,-8,i,i,5,i,i,i
O=C(Nc1ccccc1)N1CCc2c([nH]c3ccccc23)C1C(F)(F)F (centres undefined),i,i,i,i,46,i,i,5,i,i,i
Cc1ccc(S(=O)(=O)Nc2nc3ccc(S(C)(=O)=O)cc3s2)cc1,i,i,i,i,2,i,i,.,i,i,i
Cc1ccc(C(=O)N=c2sccn2C)cc1S(=O)(=O)N1CCOCC1,i,i,i,i,-2,i,i,11,i,i,i
CCn1nc(C)c(CN2CCCCC2C(=O)Nc2ccc(Oc3cccnc3)cc2)c1C (centres undefined),i,i,i,i,6,i,i,1,i,i,i
O=C(COC(=O)c1ccc(NS(=O)(=O)c2cccs2)cc1O)Nc1nc2ccccc2s1,i,i,i,i,40,i,i,.,i,i,i
O=C(CN1C(=O)CCS(=O)(=O)c2ccccc21)NCc1ccc(F)cc1,i,i,i,i,4,i,i,0,i,i,i
O=C(COc1ccc(/C=N/NC(=O)c2ccccc2Br)cc1)Nc1ccccc1,i,i,i,i,6,i,i,-2,i,i,i
COc1cc(NC(=O)c2ccc(OC)c([N+](=O)[O-])c2)ccc1NC(=O)c1cccs1,i,i,i,i,4,i,i,.,i,i,i
Cc1sc2nc(C3CC3)nc(N3CCN(S(=O)(=O)c4ccc(F)cc4)CC3)c2c1C,i,i,i,i,11,i,i,7,i,i,.
CC(=O)c1cccc(NC(=O)c2cccc(NC(=O)c3ccco3)c2)c1,i,i,i,i,-6,i,i,3,i,i,i
CCOC(=O)CNS(=O)(=O)c1ccc(S(=O)(=O)NC2CC2)cc1,i,i,i,i,-3,i,i,4,i,i,i
Cc1onc(-c2ccccc2Cl)c1C(=O)NCc1ccccn1,i,i,i,i,-11,i,i,-2,i,i,i
CC1(C)OC(=O)C(=NNc2ccccc2[N+](=O)[O-])C(=O)O1,i,i,i,i,2,i,i,3,i,i,i
Oc1c(Br)cc(Br)cc1C=Nc1cccnc1,i,i,i,i,39,i,i,-1,i,i,i
COCCn1c(SCC(=O)Nc2ccccc2)nnc1-c1ccoc1C,i,i,i,i,-1,i,i,2,i,i,i
OC1(c2cccc(F)c2)CCN(Cc2ccncc2)CC1,i,i,i,i,7,i,i,-3,i,i,i
CC(=O)Oc1ccc(C(=O)Nc2ccccc2C(=O)N2CCCCC2)cc1,i,i,i,i,5,i,i,1,i,i,i
O=C1c2ccccc2C(=O)C1c1ccc(Br)cc1,i,i,i,i,4,i,i,3,i,i,i
CC(C)NS(=O)(=O)c1ccc(OCC(=O)N2CCN(c3ccccc3)CC2)cc1,i,i,i,i,-7,i,i,2,i,i,i
SMILES,RGS4 inh,TRPC6 activator,MrgX1 allo act,MrgX1 agonist,SKKanGAS inh,TRPC6 inhibitor,ANO1 block,HDAC3 inh,RGS4 pot,MrgX1 antagonist,TMEM16A act
O=C(Cn1ccn(-c2ccc(F)c(F)c2)c(=O)c1=O)NCCc1ccccc1,i,i,i,i,2,i,i,-5,i,i,i
CC(C)(C)CC(C)(C)N1CNC(=S)NC1,i,i,i,i,-3,i,i,-2,i,i,i
Cc1c(Cl)cccc1NC(=O)CCN1C(=O)C2CC=CCC2C1=O (centres undefined),i,i,i,i,-4,i,i,1,i,i,i
CCN(CC(=O)Nc1ccc(NC(C)=O)cc1)C(=O)c1ccccc1SCc1c(C)noc1C,i,i,i,i,-8,i,i,2,i,i,i
O=C(c1cc(Cl)ccc1Cl)N1CCc2ccccc21,i,i,i,i,5,i,i,-3,i,i,i
Nc1nonc1-n1nnc(C(=O)N/N=C/c2cccs2)c1-c1ccc2c(c1)OCO2,i,i,i,i,1,i,i,2,i,i,i
COc1ccc(NC(=O)C2(N(CC(C)C)C(=O)Cn3nnnc3N)CCCCC2)cc1,i,i,i,i,1,i,i,-3,i,i,i
COc1ccc2c(CC(=O)OCC(=O)Nc3ccccc3[N+](=O)[O-])coc2c1,i,i,i,i,-7,i,i,4,i,i,i
N#CCCn1cc(C(=O)NCc2ccccc2)c(-c2cccs2)n1,i,i,i,i,3,i,i,-9,i,i,i
Cc1ccc(-c2nn(-c3ccccc3)cc2CO)o1,i,i,i,i,-7,i,i,-11,i,i,i
CC1(C)OC(=O)C(=NNc2ccc(Br)cc2)C(=O)O1,i,i,i,i,-2,i,i,3,i,i,i
CCOc1ccc(NC(=O)CCS(=O)(=O)c2ccc3c(c2)CCCN3C(=O)CC)cc1,i,i,i,i,1,i,i,2,i,i,i
Cc1cccc(C)c1OCCSc1nc2ccccc2n1CC(=O)O,i,i,i,i,2,i,i,-1,i,i,i
O=C(O)CNc1nc(-c2ccccc2)nc2ccccc12,i,i,i,i,23,i,i,7,i,i,i
CC(=O)c1c(C)[nH]c(C(=O)OC(C)C(=O)Nc2cc(S(=O)(=O)N3CCCCC3)ccc2Cl)c1C (centres undefined),i,i,i,i,2,i,i,-3,i,i,i
COc1ccc(CCNC(=O)CS(=O)(=O)Cc2nc(-c3ccc(C)cc3)oc2C)cc1OC,i,i,i,i,7,i,i,-4,i,i,i
O=C(CSc1nnnn1-c1ccccc1)Nc1ncc(Cc2ccccc2Cl)s1,i,i,i,i,-18,i,i,-2,i,i,i
Cc1ccc(C(=O)Nc2c(C#N)c(C)c(C)n2Cc2ccccc2)cc1,i,i,i,i,-2,i,i,1,i,i,i
CCOCCCNC(=O)C(c1ccc(Cl)cc1)N(Cc1ccc2c(c1)OCO2)C(=O)CNC(C)=O (centres undefined),i,i,i,i,-1,i,i,-3,i,i,i
CCOC(=O)c1ccc(NC(=O)c2cccc(C)c2[N+](=O)[O-])cc1,i,i,i,i,1,i,i,-1,i,i,i
